Screening results deposited in PubChem by NMMLSC.
GRK2 aptamer HTS: compounds blocking aptamer binding on GRK2 – biochemical, human GRK2, bead flow cytometry, HTS, primary screen; inhibition of aptamer binding, % at 10 µM; AID 488847, 2010; 0.59% of 330,000 active; FAM-aptamer displacement from GRK2; Beta-adrenergic receptor kinase 1 (Homo sapiens), P25098;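 active = inhibition of aptamer binding above 40%, roughly 3 SD of noise, on plates passing a quality check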;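 note: median bead fluorescence of bound FAM aptamer so fluorescent compounds give negative values; no value below 0 was filed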
Target sequence (P25098 whole entry, looked up): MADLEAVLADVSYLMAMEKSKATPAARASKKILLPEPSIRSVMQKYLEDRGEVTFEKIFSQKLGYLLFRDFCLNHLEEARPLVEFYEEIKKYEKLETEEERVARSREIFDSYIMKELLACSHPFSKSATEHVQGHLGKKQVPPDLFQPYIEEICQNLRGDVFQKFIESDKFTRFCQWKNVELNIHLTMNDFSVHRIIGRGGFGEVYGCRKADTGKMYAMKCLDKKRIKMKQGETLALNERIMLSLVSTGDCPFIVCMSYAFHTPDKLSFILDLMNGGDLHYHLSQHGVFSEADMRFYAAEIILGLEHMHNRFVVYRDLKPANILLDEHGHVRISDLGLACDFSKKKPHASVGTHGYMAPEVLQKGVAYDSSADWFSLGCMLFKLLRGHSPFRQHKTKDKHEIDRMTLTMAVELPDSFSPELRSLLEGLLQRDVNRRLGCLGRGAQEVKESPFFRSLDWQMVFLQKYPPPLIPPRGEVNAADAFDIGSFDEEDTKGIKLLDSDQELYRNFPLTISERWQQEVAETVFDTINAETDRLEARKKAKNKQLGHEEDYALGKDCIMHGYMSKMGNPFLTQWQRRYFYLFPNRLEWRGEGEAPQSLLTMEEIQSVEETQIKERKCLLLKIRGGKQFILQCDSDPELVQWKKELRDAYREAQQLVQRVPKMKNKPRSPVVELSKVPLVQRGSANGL
Yeast superoxide: reduction of superoxide in aged yeast, primary screen, HTS | 0.18% of 330,000 active | S. cerevisiae aged cells, superoxide DHE fluorescence; active compounds read low | superoxide response (% of plate mean), % at 10 µM;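 active = superoxide response under a set limit, about three screen SD below normal, cut at about 65% in these data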;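 note: yeast aged for seven days with compound at 30 °C before DHE staining; 100% = average MFI of all compound-treated wells on the plate with controls excluded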
CIT2-GFP yeast: modulators of CIT2-GFP expression in yeast, primary screen, S. cerevisiae, GFP fusion, multiplex flow cytometry, MLPCN library | S. cerevisiae CIT2-GFP strain, 3 h; 100 means same as DMSO wells | GFP response vs DMSO, % at 10 µM | 0.065% of 320,000 active;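 active = GFP response relative to DMSO above a set limit, near the screen mean plus 3 SD, cut at about 150% in these data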;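 note: ratio of well median GFP fluorescence to mean of DMSO wells on the plate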
VLA-4 inh: inhibition in human VLA-4 binding assay, primary screen, VLA-4 allosteric modulator project, MLPCN library, flow cytometry, VLA-4 expressing cells. AID 2557, 2010. 0.2% of 330,000 active. Integrin alpha-4 (Homo sapiens), P13612. ligand binding flow cytometry. inhibition, % (about 7 µM as worked out from the volumes in the protocol); in the data active = inhibition above about 50%
LAP4-GFP MLPCN: modulators of LAP4-GFP expression in yeast, primary screen, S. cerevisiae, multiplex flow cytometry, MLPCN library. 3 h; median GFP as percent of DMSO wells. GFP response vs DMSO, % at 10 µM. 0.34% of 320,000 active;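 active = GFP response vs DMSO above a set limit, about the screen mean plus 3 SD, cut at about 150% in these data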
RPL19A-GFP yeast: RPL19A-GFP expression modulators in yeast, primary screen, cell-based, S. cerevisiae, multiplex flow cytometry, MLPCN | S. cerevisiae RPL19A-GFP strain, 3 h; active compounds read low | percent response vs DMSO, % at 10 µM | 0.3% of 330,000 active | AID 2025, 2009;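 active = percent response vs DMSO below 50%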;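 note: median channel GFP fluorescence of the barcoded RPL19A-GFP strain; ratio of sample median GFP to plate DMSO average so 100% = DMSO; lower means less RPL19A-GFP as with rapamycin TOR inhibition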
MEP2-GFP yeast: modulators of MEP2-GFP levels in yeast, primary screen, S. cerevisiae, multiplex flow cytometry, MLPCN library; GFP response vs DMSO, % at 10 µM; 0.51% of 330,000 active; AID 2016, 2009; S. cerevisiae MEP2-GFP strain, 3 h; 100% = DMSO control level;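 active = GFP response versus DMSO above a set limit, roughly screen mean plus 3 SD, cut at about 180% in these data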;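 note: median GFP fluorescence of the barcode-gated MEP2-GFP cells per well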
AGP1-GFP MLPCN: modulators of AGP1-GFP expression in yeast TOR pathway, primary screen, cell-based, multiplex flow cytometry, S. cerevisiae, MLPCN library. GFP response vs DMSO, % at 10 µM. 0.02% of 320,000 active. 3 h; GFP as percent of DMSO wells;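 active = GFP response relative to DMSO above a set limit, near screen average plus 3 SD, cut at about 150% in these data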;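 note: median GFP channel fluorescence of the gated AGP1 strain per well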
* hit, by the source's call; / = not tested or not shown.

SMILES	GRK2 aptamer HTS	Yeast superoxide	CIT2-GFP yeast	VLA-4 inh	LAP4-GFP MLPCN	RPL19A-GFP yeast	MEP2-GFP yeast	AGP1-GFP MLPCN
CN(C)CCCN(C(=O)c1ccc(S(=O)(=O)N2CCCc3ccccc32)cc1)c1nc2ccc(F)cc2s1	0	84	96	21	101	97	98	104
Cc1cc(C)c(NC(=O)CS(=O)CC(=O)NCC2CCCO2)c(C)c1 (stereo not drawn)	2	104	96	14	106	98	100	107
COc1ccc(CNC(=O)C(c2ccncc2)N(C(=O)Cc2cccs2)c2cccnc2)cc1 (stereo not drawn)	1	114	85	-3	103	94	106	97
C=CCN(c1ccccc1OC)S(=O)(=O)c1cccc(C(=O)NC2=NCCS2)c1	2	97	109	-5	115	100	102	108
CC(C)(C)c1ccc(-c2nnc(SCC(=O)NC3CC3)o2)cc1	2	121	101	4	106	109	102	102
Cc1ccc(-c2ccc(=O)n(CCC(=O)NCc3ccccn3)n2)cc1	2	94	100	0	104	106	102	102
Cc1cc(C)n2nc(CC(=O)NNC(=O)COc3cccc(C)c3C)nc2n1	2	74	97	19	110	97	97	99
CC1CN(S(=O)(=O)c2cccc(C(=O)NCCCn3ccnc3)c2)CC(C)O1 (stereo not drawn)	0	103	95	4	94	95	89	93
S=C(NCc1ccc(Cl)cc1)Nc1ccncc1	40	101	104	12	101	103	99	104
O=C(CN1CCN(Cc2ccc(F)cc2Cl)C1=O)NCCc1ccccc1	0	96	102	3	98	100	106	103
CN(C)NC1CCS(=O)(=O)C1 (stereo not drawn)	2	93	98	-11	104	103	102	103
CCOC(=O)Cn1c(N2CCCCCC2)nc2c1c(=O)[nH]c(=O)n2C	18	93	109	-5	97	99	102	99
COc1ccc2ccccc2c1CN1CCN(C(=O)c2ccccc2)CC1	2	96	92	17	91	100	98	91
COc1ccccc1NS(=O)(=O)c1cc(NC(=O)c2sccc2C)ccc1N1CCCC1	3	96	102	5	91	106	101	104
O=C(Nc1nnc(-c2ccc3c(c2)CCCC3)o1)c1ccc(Cl)cc1Cl	1	103	53	-16	84	56	109	35
COC1=CC(=O)[C@@]2([C@@H]1O)[C@@H](Cl)C[C@]13C(OC)=C(OC)C(=O)C[C@]21CCN3C	2	101	101	14	90	96	90	98
Cn1cc([N+](=O)[O-])c(C(=O)N/N=C/c2ccccc2)n1	2	102	91	3	88	93	102	95
Cc1nn(-c2ccccc2)c(Cl)c1/C=N/Nc1nnc(C)c(=O)[nH]1	1	112	101	8	99	97	99	101
COC(=O)c1ccc(OCCOc2ccccc2C)cc1	10	99	100	5	98	98	108	93
N#Cc1ccc(C(=O)CSc2nnc(-c3ccc(C(F)(F)F)cn3)s2)cc1	0	101	100	-37	104	100	103	100
C[C@]12CCC3C(CC[C@H]4CC(O)CC[C@]34C)C1CC/C2=N/NC(=O)c1ccncc1 (stereo partly drawn)	8	89	85	2	118	98	101	101
Cc1ccc2nc(NC(=O)CSc3nc(=O)n(CCN(C)C)c4c3CCCC4)sc2c1	0	97	107	-3	98	98	104	98
CCN(CC)c1ccc(S(=O)(=O)N2CCOCC2)cc1NC(=O)CSC(=S)N1CCCC1	1	91	94	-5	93	96	98	90
FC(F)(F)c1cccc(OCC2CNC(=S)O2)c1 (stereo not drawn)	2	87	106	1	96	102	104	104
CCC(C)[C@H](NC(=O)N1CCn2c1nc1ccccc12)C(=O)NCc1ccc(OC)cc1 (stereo partly drawn)	1	83	103	-8	90	95	95	96

Part of the list above, reduced to VLA-4 inh and RPL19A-GFP yeast.
SMILES	VLA-4 inh	RPL19A-GFP yeast
CC1CN(S(=O)(=O)c2cccc(C(=O)NCCCn3ccnc3)c2)CC(C)O1 (stereo not drawn)	4	95
S=C(NCc1ccc(Cl)cc1)Nc1ccncc1	12	103
O=C(CN1CCN(Cc2ccc(F)cc2Cl)C1=O)NCCc1ccccc1	3	100
CN(C)NC1CCS(=O)(=O)C1 (stereo not drawn)	-11	103
CCOC(=O)Cn1c(N2CCCCCC2)nc2c1c(=O)[nH]c(=O)n2C	-5	99
COc1ccc2ccccc2c1CN1CCN(C(=O)c2ccccc2)CC1	17	100

More entries.
SMILES	GRK2 aptamer HTS	Yeast superoxide	CIT2-GFP yeast	VLA-4 inh	LAP4-GFP MLPCN	RPL19A-GFP yeast	MEP2-GFP yeast	AGP1-GFP MLPCN
CNC(=O)c1nnc(Cc2ccc(F)cc2)o1	0	109	95	-7	98	98	100	101
O=C(COc1ncnc2c(Cl)cc(Cl)cc12)Nc1cc([N+](=O)[O-])ccc1Cl	0	90	101	2	91	101	110	91
COc1ccc(C(C(=O)NC2CCCC2)N(C(=O)c2csnn2)C2CCCC2)cc1 (stereo not drawn)	1	103	103	-6	100	102	104	104
CNC(=S)N(CCc1cccc(C)c1)Cc1cc2cc(OC)c(OC)cc2[nH]c1=O	4	93	96	17	95	103	108	97
CC(C)N1CCc2c(sc(NC(=O)c3ccc4ccccc4c3)c2C(N)=O)C1	7	102	98	21	102	93	96	106
CCc1ccccc1N1C(=O)c2ccccc2S1(=O)=O	1	97	85	31	123	99	109	102
CCOc1ccc(-c2c(C(=O)N/N=C/c3ccc(C)s3)nnn2-c2nonc2N)cc1	3	111	95	1	121	101	149	99
O=S(=O)(c1ccc(Br)s1)N1CCN(c2ccnc3cc(Cl)ccc23)CC1	0	109	/	2	/	97	98	/
CCOc1ccccc1NC(=O)C(Sc1nnnn1C)c1ccccc1 (stereo not drawn)	0	100	101	-3	110	104	100	103
COc1ccc(OCC(=O)OCC(=O)N2C(C)CCCC2C)cc1 (stereo not drawn)	1	106	99	-10	106	105	108	102
O=C(c1ccco1)n1nc(-c2ccccc2)nc1SCc1ccccc1	0	116	104	2	98	100	103	100
COc1cc(/C=C(\C#N)c2nc(-c3cc4ccccc4oc3=O)cs2)ccc1O	0	95	111	-241	93	106	106	104
COc1ccc(CNCCC2(C(C)C)CCOC(C)(C)C2)cc1 (stereo not drawn)	0	117	89	8	91	95	89	100
CC(Oc1ccc2ccc(=O)oc2c1)C(=O)NC1CCN(Cc2ccccc2)CC1 (stereo not drawn)	0	98	103	1	93	94	102	97
O=C(N/C(=C\c1ccco1)C(=O)N1CCOCC1)c1ccccc1Cl	0	89	100	12	92	103	97	100
O=C(COC(=O)c1oc2ccccc2c1COc1ccccc1)NCCN1C(=O)CSC1=O	2	107	96	10	86	97	97	93
C/C(=N\NC(=O)c1ccc(Br)cc1)c1cccnc1	1	99	90	6	80	111	102	102
O=[N+]([O-])c1ccc(Cl)c(/C=N/n2c(-c3ccncc3)n[nH]c2=S)c1	0	90	107	16	103	104	101	117
CS(=O)(=O)Oc1ccc2c(c1)O/C(=C\C=C\c1ccccc1)C2=O	49*	107	93	-15	110	91	87	93
COc1ccccc1C#Cc1ccc2c(=O)c3ccccc3n(C)c2c1	5	109	71	14	115	89	89	75
COC(=O)c1cc2ccccn2c2c(C(=O)OC)c(C(=O)OC)cc1-2	0	101	108	3	100	101	108	98
O=S(=O)(c1ccc(F)cc1)N1CCN(C(=S)NC2CC2)CC1	1	104	100	4	108	109	108	109
O=C(NCCS(=O)(=O)NCc1ccco1)c1ccccc1	1	97	104	6	96	104	103	111
COC(=O)c1ccc(C)c(NC(=O)CCc2ccc(OC)c(OC)c2)c1	0	110	98	-4	94	101	100	97
CCOc1ccc2nc(COC(=O)c3ccco3)c(C(C)=O)[n+]([O-])c2c1	2	98	101	32	94	104	89	92

Some values from the entries so far.
For MEP2-GFP yeast, O=C(COC(=O)c1oc2ccccc2c1COc1ccccc1)NCCN1C(=O)CSC1=O has the entry 97
For RPL19A-GFP yeast, C/C(=N\NC(=O)c1ccc(Br)cc1)c1cccnc1 has the entry 111

Remaining list, next part
SMILES	GRK2 aptamer HTS	Yeast superoxide	CIT2-GFP yeast	VLA-4 inh	LAP4-GFP MLPCN	RPL19A-GFP yeast	MEP2-GFP yeast	AGP1-GFP MLPCN
O=C(NCCCN1CCN(c2ccccc2F)CC1)C1CCC(=O)N1C1CCCC1 (stereo not drawn)	0	94	98	31	111	101	97	102
O=C(CSCC(=O)Nc1ccccc1)N/N=C/c1c(O)ccc2ccccc12	0	131	/	18	93	102	98	100
Cc1ccc(C2(c3noc(CN4CCC(C(=O)N5CCOCC5)CC4)n3)CCCC2)cc1	0	110	93	3	99	101	107	108
C/C(=N/NC(=O)c1ccccc1)c1ccc(NC(=O)C(F)(F)F)cc1	0	84	105	13	90	105	104	102
O=c1[nH]cnc2ncc(-c3ccc(O)cc3)nc12	1	111	98	1	111	101	92	107
Cc1oc(-c2ccc(Cl)cc2)nc1CN1CCC(C(=O)NCCCN2CCCC(C)C2)CC1 (stereo not drawn)	0	101	103	9	100	99	109	99
CC(=O)NCCn1c(SCC(=O)NCc2ccco2)nc2ccccc2c1=O	0	93	103	6	110	98	101	102
COc1ccc(/C=C/C(=O)NC(=S)NNC(=O)c2cc(OC)c(OC)c(OC)c2)cc1	1	103	94	-2	104	104	105	103
Clc1cccc(NCc2nnc3n2CCCCC3)c1	0	111	105	-5	106	102	107	103
CN1CCN(CCN2CCn3c2nc2ccccc23)CC1	3	90	106	-7	96	106	97	106
CCN(C[C@H]1N[C@@](Cc2ccccc2)(C(=O)OC)[C@H]2C(=O)N(Cc3ccccc3)C(=O)[C@@H]12)C(C)=O	7	119	106	8	93	104	102	103
O=C(OCCc1cc2ccccc2c(=O)o1)c1ccc(C(F)(F)F)cc1	4	86	95	21	95	95	99	96
COC(=O)c1ccccc1NC(=O)c1ccc(NS(C)(=O)=O)cc1	/	108	97	5	97	87	99	91
O=C(NCc1ccccn1)c1ccc(-c2ccccc2)cc1	3	98	92	4	95	90	90	91
COC(=O)c1ccc(CSc2ncnc3sc(C)c(C)c23)o1	0	100	106	10	108	106	109	110
COc1ccc(NC(=O)C2CC(=O)N/C(=N/N=C/c3ccccc3)S2)cc1 (stereo not drawn)	2	102	104	11	111	108	103	113
Cn1c(=O)c2c([nH]c(=O)n2C)n(Cc2ccccc2)c1=O	0	87	98	8	104	92	98	105
CCc1ccccc1NC(=O)N1CCCc2ccccc21	0	100	84	1	79	118	103	84
Cc1ccc(/C(N)=N/OC(=O)C(C)c2ccc([N+](=O)[O-])cc2)cc1 (stereo not drawn)	2	96	101	-9	102	107	112	100
CC(=O)N1CCc2cc(Br)cc(S(=O)(=O)NCc3ccccn3)c21	0	126	100	6	101	103	100	102
CCOC(=O)C1(Cc2cccc(Cl)c2)CCCN(C(=O)c2cccnc2)C1 (stereo not drawn)	0	94	89	2	96	95	102	102
O=C1/C(=C\c2ccc(O)cc2)SC(=S)N1/N=C/c1ccc(O)cc1	3	85	113	-51	102	103	112	105
CC(Oc1cc2oc(=O)c3c(c2cc1Cl)CCC3)C(=O)NCCCN1CCCC1=O (stereo not drawn)	2	108	102	15	97	98	96	96
COc1ccc(-c2csc(Nc3ccc(S(=O)(=O)Nc4cc(C)on4)cc3)n2)cc1	0	120	99	-2	87	99	94	98
Cc1ccc(NC(=O)N2CCCN(Cc3ccc(F)cc3)C2)cc1C	0	104	104	6	98	99	101	103
COc1ccccc1/C=N/NC(=O)NC12CC3CC(CC(C3)C1)C2	0	91	96	5	98	99	106	91
COc1ccc(CCNC(=O)CCc2nnc(Cc3ccc4c(c3)OCO4)o2)c(OC)c1	0	106	92	7	97	99	101	96
Cc1nc(N2CCN(c3ccccc3)CC2)[nH]c(=O)c1CCC(C)C	0	100	97	-39	92	91	89	97
Clc1ccc(OCCSc2ncccn2)cc1	2	67	83	0	107	98	101	94
O=C(CSc1nnc(NC(=O)c2cccc(Cl)c2)s1)NCC1CCCO1 (stereo not drawn)	2	97	98	-8	110	102	107	101
